# Pin1 inhibitor = blocks the human prolyl isomerase Pin1; Pin1 FP peptide displacement, HiFluor488, 10 min; Potency, µM (doses to about 115 µM), inactives show at the highest dose activity, negative = inhibition, hits mostly inhibitors; 0.009% of 390,000 active; active = well fitted inhibition curve with a large enough effect in the polarisation, with a control signal flat, not every such curve was filed as active; inconclusive = small, poorly fitted or top-dose-only effect, or effect the other way, or a change in a side signal; inactive = no such curve, though single readings can be large or run the other way; the % refers to the polarisation; also: % is scaled to controls: 0 for no effect and ±100 for the full control effect
# Target sequence (Q13526 whole entry, looked up): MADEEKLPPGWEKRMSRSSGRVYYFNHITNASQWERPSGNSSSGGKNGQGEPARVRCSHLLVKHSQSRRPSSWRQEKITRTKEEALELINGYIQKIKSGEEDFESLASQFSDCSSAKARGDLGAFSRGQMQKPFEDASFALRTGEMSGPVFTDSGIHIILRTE
# PGK inhibitor = blocks T. brucei phosphoglycerate kinase. P07378. PGK/GAPDH coupled, Kinase-Glo luminescence, 60 min. Potency, µM (titrated, usually from 57.5 µM), without a hit: at the top dose activity change, negative = inhibition, most hits filed as inhibitors. 0.043% of 380,000 active; also: % is scaled to controls: 0 for no effect and ±100 for the full control effect; nearly all actives have a fitted effect of over 60% in size
#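 Luminescent ATP detection (Kinase-Glo Plus) follows a 60-minute room-temperature incubation, with wells lacking PGK as controls. Buffer: 100 mM TEA (pH 7.6), 5 mM MgCl2, 0.01% Tween-20. Coupling enzyme GAPDH (100 nM final) supplies unstable 1,3-BPG in-well.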
# HP1b binding inh = blocks HP1-beta chromodomain binding to methylated histone tails; Potency, µM (series often up to 114 µM), for inactives: at the highest dose activity change, negative = inhibition, hits mostly inhibitors; AlphaScreen HP1-beta / biotin-H3K9me3 peptide binding; 0.56% of 390,000 active; also: nearly all actives have a fitted effect of over 70% in size; inactives centre near 23
# Target sequence (P83916 whole entry, looked up): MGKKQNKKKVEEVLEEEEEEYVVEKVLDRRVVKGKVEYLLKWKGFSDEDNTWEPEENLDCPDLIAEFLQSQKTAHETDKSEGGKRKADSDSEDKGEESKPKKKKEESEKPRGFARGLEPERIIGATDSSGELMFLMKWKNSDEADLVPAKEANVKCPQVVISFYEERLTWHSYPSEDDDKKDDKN
#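 HP1-beta protein (50 nM final) preincubated 30 min at room temperature with biotinylated H3(1-18)K9me3 peptide (50 nM) in PBS pH 7.4, 0.01% Tween-20, then compound added for 30 min. AlphaScreen streptavidin donor/nickel chelate acceptor beads (10 ug/mL final), 30 min dark, luminescence read.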
# ERG-DNA inh = ERG Ets/DNA interaction inhibition | fluorescence polarization, His-ERG Ets domain / labelled DNA | Potency, µM (doses to about 76.9 µM), for the others: at the highest dose FP activity, negative = inhibition, actives largely listed as inhibitors | 0.028% of 370,000 active | AID 624246; active = well fitted inhibition curve with a large enough effect in the polarisation, with a control signal flat; inconclusive = small, poorly fitted or top-dose-only effect, or effect the other way, or a change in a side signal; inactive = no such curve, though single readings can be large or run the other way; the % refers to the polarisation;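 also: polarization taken with two DNA probes labelled with fluorescein and Texas red; % of control where 0% means no effect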
#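 His-tagged ERG Ets domain (1 uM in the protein solution; 300mM KCl, 50mM Tris-HCl, 1mM EDTA, 1mM DTT, pH 7.5) received compound, then a probe mix of 5 nM fluorescein-DNA and 100nM Texas-615-DNA. Fluorescence polarization was read for both dyes.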
# GLS inhibitor = inhibitors of human glutaminase (GLS) | O94925 | GLS enzymatic activity, qHTS titration | 0.21% of 410,000 active | Potency, µM (series often up to 45.5 µM), for the others: top-dose activity change, negative = inhibition, usual class: inhibitors; also: % is scaled to controls: 0 for no effect and ±100 for the full control effect
#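 Assay buffer: 45 mM KH2PO4 pH 8.2, 0.02% Tween-20. hKGA acts on L-glutamine (1 mM solution added); product glutamate is reported by an oxidase/peroxidase Amplex Red coupling, with fluorescence taken at baseline and 30 min.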
# rTrxR1 inhibitor = rat TrxR1 inhibition. O89049. recombinant rTrxR1, NADPH fluorescence consumption, selenite substrate. Potency, µM (highest dose often 114 µM), without a hit: at the highest dose activity change, negative = inhibition, usual class: inhibitors. 1% of 390,000 active. AID 588453; also: % is scaled to controls: 0 for no effect and ±100 for the full control effect; nearly all actives have a fitted effect of over 65% in size
# Target sequence (O89049 whole entry, looked up): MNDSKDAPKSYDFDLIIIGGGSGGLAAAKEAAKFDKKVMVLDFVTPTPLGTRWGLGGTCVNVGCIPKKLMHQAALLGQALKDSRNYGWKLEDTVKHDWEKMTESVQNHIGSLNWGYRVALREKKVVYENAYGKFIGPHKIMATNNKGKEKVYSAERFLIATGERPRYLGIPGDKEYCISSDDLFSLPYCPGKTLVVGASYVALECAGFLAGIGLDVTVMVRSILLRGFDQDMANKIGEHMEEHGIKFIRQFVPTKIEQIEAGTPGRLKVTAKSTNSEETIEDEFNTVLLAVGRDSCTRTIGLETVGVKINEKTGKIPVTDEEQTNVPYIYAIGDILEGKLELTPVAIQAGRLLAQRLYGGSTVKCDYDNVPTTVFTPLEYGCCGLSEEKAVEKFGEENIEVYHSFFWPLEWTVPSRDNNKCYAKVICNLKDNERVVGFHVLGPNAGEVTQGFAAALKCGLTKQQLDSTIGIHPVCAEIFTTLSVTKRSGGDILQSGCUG
#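 Rat TrxR1 (90 nM in the dispensed reagent) was pre-reduced with 400 uM NADPH for 5 min at room temperature, then incubated with compound for 15 min. After 400 uM selenite was added, NADPH fluorescence (Ex 340/Em 450 nm) was followed for 8 min.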
# JMJD2A Tudor = inhibitors of human JMJD2A Tudor domain; AlphaScreen JMJD2A-Tudor / H3K4me3 peptide binding; 4.4% of 390,000 active; Potency, µM (doses to about 114 µM), inactives show top-dose activity change, negative = inhibition, actives largely listed as inhibitors; also: % is scaled to controls: 0 for no effect and ±100 for the full control effect; nearly all actives have a fitted effect of over 50% in size
# RGS4 inh = inhibitors of human regulator of G protein signaling 4. P49798. Transcreener GDP fluorescence polarization, RGS4-accelerated GTP hydrolysis. Potency, µM (series often up to 114 µM), inactives show top-dose activity change, negative = inhibition, actives largely listed as inhibitors. 0.039% of 390,000 active; also: % is scaled to controls: 0 for no effect and ±100 for the full control effect; nearly all actives have a fitted effect of over 75% in size; some results filed as inactive show a strong effect at the top dose
# Target sequence (P49798 whole entry, looked up): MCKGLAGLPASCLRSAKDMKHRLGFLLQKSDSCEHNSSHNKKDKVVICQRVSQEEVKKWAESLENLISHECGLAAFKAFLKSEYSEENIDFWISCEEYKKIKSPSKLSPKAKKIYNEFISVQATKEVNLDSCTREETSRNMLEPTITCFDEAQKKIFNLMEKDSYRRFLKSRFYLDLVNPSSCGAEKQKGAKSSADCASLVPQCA
#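 MLSMR compounds (23 nl, pin-transferred) preincubated 10 min at room temperature with a 500nM (2x) first reagent, then RGS4 at 900nM (2x) plus Transcreener GDP mix added; fluorescence polarization (620/688 nm) read before and after 90 min at 30 °C.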
# ALOX12 inh = blocks human arachidonate 12S-lipoxygenase; purified 12hLO, xylenol orange hydroperoxide absorbance; Potency, µM (top dose mostly 108 µM), for inactives: at the highest dose activity change, negative = inhibition, actives largely listed as inhibitors; P18054; 1.1% of 580,000 active; also: % is scaled to controls: 0 for no effect and ±100 for the full control effect
#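 Purified human 12hLO at 150 nM in 25 mM Hepes, 0.01% Triton X-100, pH 7.0, preincubated 15 min at room temperature with compound. Reaction started with 40 uM arachidonic acid, 30 min at room temperature. Hydroperoxide measured by Fe-xylenol orange, 573/405 nm absorbance ratio.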
# Starred values were filed as active, the others as inactive; i = inactive; ? = inconclusive; nt = no result given; & = joins results of further samples; [ ] = another dose, or the depositor's remark. Unless noted, calls follow the shape of the dose curve; as a rule, active = well fitted curve in the direction sought with a large enough effect; inconclusive = small, poorly fitted or top-dose-only effect, or another doubt; inactive = no such curve, though single readings can be large; an effect the other way counts as inactive or inconclusive. Potency is read from the fitted curve at half-maximal effect. Only part of the results is shown (hit frequency here may not be typical).
SMILES,Pin1 inhibitor,PGK inhibitor,HP1b binding inh,ERG-DNA inh,GLS inhibitor,rTrxR1 inhibitor,JMJD2A Tudor,RGS4 inh,ALOX12 inh
CC(=O)Oc1ccccc1C(=O)Nc1ccccc1C(=O)N1CCCC1,6%,1%,26%,20%,12%,-18%,-11%,18%,i
O=S(=O)(NCCC1CC1(Cl)Cl)c1ccc(Cl)cc1 (stereo not given),-9%,0%,27%,-1%,-3%,-3%[57.1 µM],9%,-23%,?
COc1ccccc1OCc1ccc(C(=O)Nc2cc(OC)c(OC)c(OC)c2)o1,-6%,-9%,34%,-8%,-8%,28%,-27%,17%,0%
O=S1(=O)c2ccccc2N(Cc2ccc(F)cc2)c2ccccc21,3%,-5%,-15%,0%,3%,19%[57.1 µM],-23%,7%,-19%
COc1ccccc1-c1ccc(=O)n(CC(=O)Nc2ccc(C(=O)N3CCCC3)cc2)n1,-3%,-1%,-1%,-3%,-14%,8%,-10%,-1%,23%
Cc1ccc(Nc2nc(N)nc(CCl)n2)cc1,5%,-1%,26%,-5%,6%,-7%[57.1 µM],-10%,18%,356%[activator]
CC(=O)Nc1sc(C)c(C)c1C(=O)OCC(=O)Nc1cccc(C)c1,4%,-1%,39%[activator],13%,-1%,19%,-9%,0%,-9%
Cc1cc(NC(=O)CSc2nc(-c3ccc(F)cc3)cs2)no1,30%[activator],8%,42%[activator],-1%,-2%,-1%,-2%[57.1 µM],-7%[56.9 µM],-20%
CCOC(=O)c1csc(NC(=O)c2ccc(S(=O)(=O)N3CCCC3)cc2)n1,-2%,-6%,11%,2%,6%,31%,-4%,-5%,19%
O=C(c1cccs1)c1coc2ccc(O)cc12,3%,-8%,-2%,-2%,13%,-4%,-16%,-12%,0%
CCC1=NN(C(=O)Cc2ccc(OC)c(OC)c2)C(O)(C(F)(F)F)C1 (stereo not given),1%,16%,33%,nt,4%,6%,0%,-10%,13%
O=C(CNC(=O)c1ccc(Br)o1)NNC(=O)c1n[nH]c(=O)c2ccccc12,4%,i,25%,5%,10%,19%,-13%,13%,3%
CCCCNC(=O)C1CC(c2ccccc2[N+](=O)[O-])=NO1 (stereo not given),-1%,-6%,38%,2%,1%,5%,-17%,-2%,1%
N#C/C(=C\c1cc(O)c(O)c(O)c1)C(N)=O,76%[activator],nt,?,9%,-18%,-17%,3.5µM*,-2%,?
COc1ccc(NC(=O)NCCN2CCN(c3cccc(Cl)c3)CC2)cc1,7%,-3%,21%,-9%,6%,17%[57.1 µM],-19%,-13%,8%
Cc1ccc(S(=O)(=O)CCNC(=O)Cc2ccccc2)cc1,8%,-2%,-3%,-4%,-13%,17%,20µM*,?,-2%
COC(=O)c1sc2nc(CSc3ccc(Br)cc3)[nH]c(=O)c2c1C,?,-7%,41%[activator],-5%,-5%,17%,8%,-27%,?
CC(C)[C@H](NC(=O)OC(C)(C)C)c1nnc(SCc2cccc(F)c2)o1,0%,4%,62%[activator],-3%,-1%,12%,7%,0%,-15%
CCOc1ccc(C(=O)Nc2cc(-c3nc4cc(OC)ccc4o3)ccc2C)cc1[N+](=O)[O-],0%,i,2%,2%,-13%,13%,-10%,-7%,-11%&-12%
CCN(C(=O)COC(=O)c1oc2ccccc2c1C)c1c(N)n(Cc2ccccc2)c(=O)[nH]c1=O,-6%,-7%,26%,-11%,-2%,9%,-22%,-14%,-17%
S=c1[nH]nc(-c2ccccn2)n1/N=C/c1ccc(Cl)cc1,-12%,-5%,0%,-7%,-16%,-15%[2.29 µM],5.6µM*,?,28µM*
COc1cc(NC(=O)c2ccc3c(c2)C(=O)N(CCC(C)C)C3=O)c(C(=O)O)cc1OC,?,-2%,0%,-2%,0%,29%,?,-9%,?
O=C1NCCN(Cc2ccc(Cl)c(F)c2)C1CC(=O)N1CCCO1 (stereo not given),6%,-3%,32%,-9%,0%,1%,-14%,-11%,-8%
Clc1ccc(-c2nnc(-c3ccc4ccccc4c3)o2)cc1,-1%,i,36%,-18%,-9%,-2%,-1%,-10%,18%
CCOC(=O)c1c(C)[nH]c(C)c1C(=O)COC(=O)[C@@H](NC(=O)c1ccccc1OCC)C(C)C,-3%,-11%,2%,-3%,-3%,-3%[57.1 µM],?,-35%,-13%
Cc1cccc(-n2nc3c(c2NC(=O)c2ccco2)CS(=O)(=O)C3)c1C,-5%,-1%,33%,-7%,24%,-6%[57.1 µM],4%,-11%,55%[activator]
Cc1cc(C)n2nc(C(=O)OCC(=O)N(CC(C)C)C3CCS(=O)(=O)C3)nc2n1 (stereo not given),-1%,-4%,28%,-2%,-16%,9%,-6%,8%,-11%
COc1ccc(-n2cc(CN3CCCC3)c(-c3cccc(F)c3)n2)cc1,28%,-6%,36%,5%,-14%,31%[57.1 µM],-14%,27%,-29%
CC(C)c1ccc(/C=C2\SC(=O)N(CC(=O)NC3CCS(=O)(=O)C3)C2=O)cc1 (stereo not given),55%[activator],-10%,25%,0%,-3%,11%,-23%,-42%,-15%
N=c1c2c(ncn1Cc1ccco1)Oc1ccc3ccccc3c1C2c1ccccc1 (stereo not given),51%[activator],-6%,?,-23%,-5%,-3%,?,-41%,?
NC(=O)c1ccc(N2CCCCC2)c(N2C(=O)C3CC=CCC3C2=O)c1 (stereo not given),7%,-1%,22%,1%,17%,-21%[57.1 µM],-5%,11%,0%
CCC(NC(=O)Cn1cnc2c(=O)n(C)c(=O)n(C)c21)c1ccccc1 (stereo not given),-1%,-2%,11%,4%,0%,18%,-28%,20%,-4%
CC(=O)c1ccc(NC(=O)CSc2nccn2C)cc1,-2%,-7%,22%,-1%,5%,22%,-9%,23%,0%
O=C(NCC1CCCO1)c1ccccc1-c1nc(-c2ccc(F)cc2)no1 (stereo not given),0%,-4%,13%,-7%,4%,7%[57.1 µM],-11%,5%,0%
COc1ccc(NC(=O)C(c2ccccc2)N2Cc3ccccc3C2=O)cc1 (stereo not given),-2%,i,-23%,7%,-17%,31%[activator][57.1 µM],-26%,10%,-20%
COc1ccc(/C=N/Nc2ccc(C(F)(F)F)cc2[N+](=O)[O-])cc1O,1%,-5%,?,-2%,-1%,8%[57.1 µM],89µM*,-6%,-1%
COc1ccc(C(=O)NC2CCN(S(=O)(=O)c3ccccc3F)CC2)cc1,2%,-9%,17%,3%,-4%,14%,-13%,-7%,16%
COc1cc(OC)cc(-c2nc(-c3ccccc3OC)no2)c1,4%,5%,-9%,-3%,19%,-4%,?,-71%[56.9 µM],-4%
Cc1ccc(C(=O)Nc2ccc(N3CCCC3)cc2)cc1,4%,3%,31%,3%,10%,20%[57.1 µM],-4%,-23%,?
COc1ccc2cc3cc(C(=O)N(C)C4CCCCC4)oc3nc2c1,4%,-11%,24%,-2%,4%,-12%,-13%,0%,nt
Cc1cc(C)c2ccc(Cl)cc2n1,-5%,i,39%[activator],4%,-2%,?,0%,-12%,-11%
CCCOc1ccc(-c2nonc2NC(=O)COc2ccc(C)cc2)cc1OCCC,-8%,-5%,23%,-7%,-19%,11%,7%,-6%,-18%
O=S(=O)(c1ccc(Cl)cc1)N1CCN(Cc2ccc(O)c3ncccc23)CC1,0%,i,26%,6%,-29%,4%[57.1 µM],56µM*,-13%,-15%
COc1ccc(N2CCN(C(=O)NCc3ccc(OC)c(OC)c3)CC2)cc1,-7%,-6%,-2%,-10%,-14%,13%[57.1 µM],-11%,26%,-4%
O=C(O)CCCCCn1c(SCC(=O)Nc2ccc(F)cc2)nc2ccsc2c1=O,-3%,0%,32%,0%,9%,-3%,-8%,14%,0%
CN1/C(=C\C=C2\N=C(c3ccc(F)cc3)OC2=O)C(C)(C)c2ccccc21,?,-3%,-45%,-21%,22%,-12%[57.1 µM],56µM*,-9%,?
O=C(Cc1ccccc1)NCc1ccc(-n2cccc2)cc1,2%,i,5%,-5%,0%,16%,-18%,20%[11.4 µM],-8%
O=C(OCCN1CCCCC1)c1ccccc1Br,2%,i,40%,4%,-5%,27%,-3%,-21%,0%
CC(C)C[C@H](NS(=O)(=O)c1ccc(Br)cc1)C(=O)O,-2%,1%,-6%,-5%,-2%,25%,89µM*,-10%,0%
Cn1nc(C(=O)NCCCN2CCCCC2)c2c1-c1ccccc1S(=O)(=O)C2,-2%,-2%,13%,8%,-5%,19%,-20%,3%,nt
COc1ccc(C(=O)CSc2nc(N)nc(SC)c2C#N)cc1,10%,i,19%,5%,-5%,-8%,4%,-30%,-1%
O=C(Oc1ccccc1C(=O)N1CCOCC1)c1ccc(Br)cc1,8%,-2%,20%,0%,14%,-7%[57.1 µM],-10%,14%,-24%
CC12CN3CC(C)(CN(C1)C3c1ccc(Cl)cc1Cl)C2=O (stereo not given),5%,-5%,18%,0%,-2%,10%[57.1 µM],-27%,?,-21%

# Structures listed so far marked active in ALOX12 inh.
SMILES,Pin1 inhibitor,PGK inhibitor,HP1b binding inh,ERG-DNA inh,GLS inhibitor,rTrxR1 inhibitor,JMJD2A Tudor,RGS4 inh,ALOX12 inh
S=c1[nH]nc(-c2ccccn2)n1/N=C/c1ccc(Cl)cc1,-12%,-5%,0%,-7%,-16%,-15%[2.29 µM],5.6µM*,?,28µM*

# Bioassay records deposited in PubChem by National Center for Advancing Translational Sciences (NCATS).
